INS promoter inh – TRM-6 insulin promoter activity inhibition; TRM-6 cells (human fetal islet line), insulin promoter-eGFP reporter, imaging; reporter expression induced with tamoxifen; inhibition, % at 2 µM; actives 0.9% (n = 130,000); AID 1273;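 active means inhibition above the mean plus 3 SD, with well images judged a real hit on visual review, cut at about 60% in these data, passing the limit was not always enough; inconclusive means inhibition over the cutoff but images rejected on review; inactive means inhibition not above the cutoff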
SDO1 yeast rescue – restores growth of sdo1-depleted yeast | S. cerevisiae sdo1-depleted JHY4D growth rescue, OD600 30 h; stronger effect = higher value; pdr5 snq2 efflux-pump mutant strain | z-score at 10 µM | actives 0.21% (n = 140,000) | AID 817;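 active means z-score above 3 at both the 24 hr and the 30 hr optical density reads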;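 further: z-score against mean and SD of all compound wells on the same plate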
SDO1 yeast rescue Rescue 24 h – also measured in SDO1 yeast rescue; calls as there; z-score; S. cerevisiae sdo1-depleted JHY4D growth rescue, OD600; measured here: growth rescue at 24 h;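 0 is the plate mean of compound wells and units are plate SD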
* marks the source's active call; other numbers are inactive results; ? = inconclusive; . = no result given; & = joins results of further samples.

SMILES	INS promoter inh	SDO1 yeast rescue	SDO1 yeast rescue Rescue 24 h
COC(=O)C1CCC(C)(C(=O)Nc2ccccc2)C1(C)C (stereo not given)	.	0.19	-0.78
CC(C)CC(=O)NC(=S)N1CCCCCC1	.	-0.46	-0.87
CCOc1ccc(NC(=S)N(Cc2ccc(N(C)C)cc2)Cc2ccco2)cc1	-14	-0.46	0.06
CC(=O)Nc1ccn(-c2ccccc2)n1	-12	0.61	0.77
O=C1CC(=C(c2ccccc2)c2ccccc2)C(=O)N1CCCCN1CCN(c2cccc(Cl)c2)CC1	14	-2.1	-0.7
C/C(=N\NC(=O)C1CC1)c1ccc(Cl)cc1	.	1.7	1.6
CCN(CC)CCn1c(=S)[nH]c2ccccc2c1=O	21	1.6	0.87
COc1ccccc1NC(=S)NCC1CCCCC1	13	-0.29	0.45
ClCc1nnc(-c2ccccc2)o1	36	0.07	-0.47
COc1ccccc1N1CCN(C(=O)CSc2nnc3n2C(C)(C)Cc2ccccc2-3)CC1	.	-0.24	-0.09
CCOC(=O)c1cc(C(C)C)sc1NC(=O)COC(=O)CCS(=O)(=O)c1ccccc1	60*	-0.27	-0.27
CCN(CC)C(=O)CN(c1ccc2c(c1)OCO2)S(C)(=O)=O	-59	0.57	0.46
CCCN(CCC)CC(=O)Nc1cccc2c1OCO2	-46	0.06	-0.31
CCOc1c2c(nc3ccc(Cl)cc13)CCC2	?	-1.5	-0.91
Cc1c(NC(=O)CSc2nnnn2-c2ccc(F)cc2)c(=O)n(-c2ccccc2)n1C	0	.	.
COc1cnc(SCc2ccc(Cl)cc2Cl)nc1Cl	0	-0.16	-0.01
C=CCNC(=O)c1ccc(-c2cccc([N+](=O)[O-])c2)o1	21	.	.
C=CCN(CC=C)C(=S)NC(=O)c1ccc(OC)c(Br)c1	10	-1.1	-1.3
CN1CCN(S(=O)(=O)c2ccc(-c3ccc(Cl)cc3)cc2)CC1	4	-0.9	-1.4
CN(C)CCNc1c2c(c(C#N)c3nc4ccccc4n13)CCCC2	.	-1.8	-1.8
CS(=O)(=O)c1ccc(N2CCN(C3CC(=O)NC3=O)CC2)cc1 (stereo not given)	-5	0.82	0.19
Cn1c(=O)c2c(nc(N3CCCCC3)n2C)n(C)c1=O	-13	-0.03	-1.1
CCc1ccc2oc(=O)cc(CN3CCN(CCO)CC3)c2c1	22	0.61	-0.61
Cc1ccc(S(=O)(=O)N2CCN(S(=O)(=O)c3ccc(C)cc3)C2)cc1	33	0.16	-0.18
COc1ccc(-c2nc(-c3cccc(C(F)(F)F)c3)no2)cc1OC	.	0.29	2.5
CC(C)c1ccc(-c2nc3c([nH]2)c(=O)n(C)c(=O)n3C)cc1	40	-0.19	0.21
CC(=O)c1c(C)nc(Nc2nc(C)c3cc(C)ccc3n2)nc1C	21	.	.
CC1=C(C(=O)OCc2ccccc2)C(c2ccc(N3CCOCC3)cc2)NC(=O)N1 (stereo not given)	-60	0.79	1.3
CCOC(=O)C1CCN(c2c(N3CCN(Cc4ccccc4)CC3)c(=O)c2=O)CC1	.	0.81	0.07
CCN(c1ccc2c(c1)OCO2)S(=O)(=O)c1cc(Br)cc2c1N(C(=O)C1CC1)CC2	3	-1.3	-0.98
O=C(NNC(=O)c1cccnc1)NC12CC3CC(CC(C3)C1)C2	-42	-0.13	-0.16
CCC(C(=O)Nc1ccc(C(=O)N2CCCC2)cc1)c1ccccc1 (stereo not given)	-13	.	.
COc1ccc(OCCC(=O)OCC(=O)NCc2ccccc2)cc1	.	-0.15	-0.42
O=C(Nc1cccc(-c2nc3ccccc3o2)c1)c1ccc(N2C(=O)C3C4C=CC(C4)C3C2=O)cc1 (stereo not given)	-9	-0.47	-0.41
O=C(Nc1ccccc1)OCCCc1ccccc1	29	.	.
CNC(=O)c1sccc1SCc1c(Cl)cccc1Cl	19	-0.54	-0.44

Nothing new here: 17 of the compounds above.
SMILES	INS promoter inh	SDO1 yeast rescue	SDO1 yeast rescue Rescue 24 h
COC(=O)C1CCC(C)(C(=O)Nc2ccccc2)C1(C)C (stereo not given)	.	0.19	-0.78
CC(C)CC(=O)NC(=S)N1CCCCCC1	.	-0.46	-0.87
CCOc1ccc(NC(=S)N(Cc2ccc(N(C)C)cc2)Cc2ccco2)cc1	-14	-0.46	0.06
CC(=O)Nc1ccn(-c2ccccc2)n1	-12	0.61	0.77
O=C1CC(=C(c2ccccc2)c2ccccc2)C(=O)N1CCCCN1CCN(c2cccc(Cl)c2)CC1	14	-2.1	-0.7
C/C(=N\NC(=O)C1CC1)c1ccc(Cl)cc1	.	1.7	1.6
CCN(CC)CCn1c(=S)[nH]c2ccccc2c1=O	21	1.6	0.87
COc1ccccc1NC(=S)NCC1CCCCC1	13	-0.29	0.45
ClCc1nnc(-c2ccccc2)o1	36	0.07	-0.47
COc1ccccc1N1CCN(C(=O)CSc2nnc3n2C(C)(C)Cc2ccccc2-3)CC1	.	-0.24	-0.09
CCOC(=O)c1cc(C(C)C)sc1NC(=O)COC(=O)CCS(=O)(=O)c1ccccc1	60*	-0.27	-0.27
CCN(CC)C(=O)CN(c1ccc2c(c1)OCO2)S(C)(=O)=O	-59	0.57	0.46
CCCN(CCC)CC(=O)Nc1cccc2c1OCO2	-46	0.06	-0.31
CCOc1c2c(nc3ccc(Cl)cc13)CCC2	?	-1.5	-0.91
Cc1c(NC(=O)CSc2nnnn2-c2ccc(F)cc2)c(=O)n(-c2ccccc2)n1C	0	.	.
COc1cnc(SCc2ccc(Cl)cc2Cl)nc1Cl	0	-0.16	-0.01
C=CCNC(=O)c1ccc(-c2cccc([N+](=O)[O-])c2)o1	21	.	.

No new results follow: two of the compounds above.
SMILES	INS promoter inh	SDO1 yeast rescue	SDO1 yeast rescue Rescue 24 h
O=C(Nc1ccccc1)OCCCc1ccccc1	29	.	.
CNC(=O)c1sccc1SCc1c(Cl)cccc1Cl	19	-0.54	-0.44

More structures follow:
SMILES	INS promoter inh	SDO1 yeast rescue	SDO1 yeast rescue Rescue 24 h
CC1CCc2c(C(=O)NCC3CCCO3)csc2C1 (stereo not given)	.	1.2	0.66
CCc1ccc2c(c1)C1(SC(NC(C)=O)=NN1C(C)=O)C(=O)N2CC (stereo not given)	-40	.	.
CCC(=O)NNc1nc2c(F)cccc2s1	21	.	.
CCOP(=O)(OCC)C(NC(=O)Nc1cccc(Cl)c1)c1ccccc1 (stereo not given)	0	0.02	-0.19
NC(=NC(=O)c1ccccc1)N1CCOCC1	.	0.02	-0.78
COc1nc(C)nc(NC(=O)NS(=O)(=O)c2ccc(C)cc2)n1	41	0.77	0.18
CC(C(=O)NCc1ccc2c(c1)OCO2)N1c2cccc3cccc(c23)S1(=O)=O (stereo not given)	-26	-1.1	-0.51
Cc1cc2ncn(C3CC(=O)N(Cc4ccc(N5CCCC5=O)cc4)C3=O)c2cc1C (stereo not given)	.	1.2	3.2
CCCCCn1c(N)c(C#N)c2nc3ccccc3nc21	29	-1.9	-1.3
NS(=O)(=O)c1ccc(CNC(=O)C23CC4CC(CC(C4)C2)C3)cc1	30	0.29	-0.13
Cn1ccnc1SCC(=O)NC1CC1	-66	0.87	0.97
CC(=O)Nc1ccccc1NC(=O)C/C(C)=N/NC(=O)C(=O)Nc1cccc(Cl)c1C	17	.	.
CC(C)CNS(=O)(=O)c1ccc(OCC(=O)NCC2CCCO2)c(Cl)c1 (stereo not given)	-112	0.86	1
COc1ccc(OCCCSc2ncccn2)cc1	-4	-0.8	-0.98
Nc1nonc1/C(=N/O)N1CCCC1	-42	-0.38	-0.79
C/C=C/c1ccc(OCCCCNCc2ccco2)c(OC)c1	7	.	.
O=C(Nc1ccccc1C(F)(F)F)c1ccc(F)c(S(=O)(=O)N2CCOCC2)c1	.	0.4	1.1
Cc1cc(C)c(S(=O)(=O)Nn2cnnc2)c(C)c1	57	.	.
CC1=C(C)C(=O)C(N2CCOCC2)=CC1=O	.	0.76	0.78
CCOC(=O)N1CCC(NC(=O)c2ccc3c(c2)N(Cc2ccc(C)cc2)CCS3)CC1	.	-0.81	-0.47
CCOC(=O)CNC(=O)C1CCCN(c2ncccn2)C1 (stereo not given)	.	1.1	0.74
N#Cc1nc(-c2ccc(Cl)cc2)oc1N1CCCCC1	.	-1	-0.39
Cc1cc([N+](=O)[O-])nn1CC(=O)Nc1ccccn1	25	.	.
O=C(c1cccc(Cl)c1)N1CCN(C(=O)c2ccccc2F)CC1	42	0.91	0.83
CN1C(=O)C2(NCCc3c2[nH]c2ccccc32)c2ccccc21 (stereo not given)	15	1.4	1.6
Cc1ccc(O)c(C(CC(=O)N2CCCC2)c2ccccc2)c1 (stereo not given)	-69	-0.1	-0.95
CC(SC(=S)N1CCOCC1)C(=O)O (stereo not given)	9	0.95	1.1
CCc1ccc(NC(=O)COC(=O)/C=C/c2c(C)nn(C3CCS(=O)(=O)C3)c2Cl)cc1 (stereo not given)	-29	.	.
Cc1cc(C)c2c(=O)cc(C(F)F)oc2c1	-41	1	0.16
CCOC(=O)N1CCN(C(=O)c2ccc(NC(=O)c3ccc(C)cc3)cc2)CC1	-417	0.8	-0.66
CCOC(=O)C1=C(C)NC(C)=C(C(=O)OCC)C1c1nc2ccccc2[nH]1	-47	.	.
O=C(O)c1sccc1S(=O)(=O)c1ccccc1	-46	0.45	-0.08
CN1CCN(c2ccccc2NC(=O)Cc2ccc(Cl)cc2)CC1	-7	0.59	-0.03
CCOC(=O)N/N=C/c1cn(CCCOc2ccccc2)c2ccccc12	2	-0.58	-0.28
Cc1cccc(-n2c(SCC(=O)N3CC(=O)Nc4ccccc43)nc3ccccc3c2=O)c1C	-32	1.1	1.5
Nc1cccc(-n2nnnc2CN2CCOCC2)c1	33	0.45	-0.83
NNC(=O)COc1ccc(-c2n[nH]c(C(F)(F)F)c2-c2ccc(Br)cc2)c(O)c1	18	0.71	0.08
Cc1cc(C)nc(NC(=O)c2cccc(Cl)c2)n1	-89	0.01	-0.89
O=c1[nH]c2ccccc2c(=O)n1Cc1ccccc1	41	-0.06	-0.66
Cc1ccc(SCCC(=O)N/N=C/c2ccncc2)cc1	?	.	.
O=C(NCCCCCCNC(=O)N1CCCCCC1)N1CCCCCC1	-429	0.48	0.45
Oc1ccc(N2CCN(C(=S)NCCc3ccccc3)CC2)cc1	6	-2.1	-1
Cc1ccc(C)c(NC(=S)N(Cc2ccco2)C(C)c2cccs2)c1 (stereo not given)	50	.	.
c1ccc(-n2c(-c3cccs3)nc3nc4ccccc4nc32)cc1	.	-0.93	-0.45
Cc1ccc(-c2nnn(C(C)C(=O)N3c4ccccc4CCc4ccccc43)n2)cc1 (stereo not given)	-157	-0.82	-1.1
Cn1c(CNC(=O)c2ccccc2)nnc1SCC(=O)N1CCN(c2ccccc2)CC1	-258	1.1	0.15
CC(Oc1ccc(Br)cc1)C(=O)N1CCc2ccccc21 (stereo not given)	-311	-1.5	-0.83
O=C(CC(NCc1ccccn1)C(=O)O)Nc1ccccc1Cl (stereo not given)	18	.	.
CNC(=O)C1CC(=O)N(c2ccc(C)cc2)C1 (stereo not given)	45	0.62	0.02
COc1ccccc1NC(=O)C1C2CCCCC21 (stereo not given)	.	-0.03	-0.36
O=C(NCCO)/C(=C/c1ccc2c(c1)OCO2)NC(=O)c1ccc(Br)cc1	-8	.	.
O=c1c(S(=O)(=O)c2ccc(Cl)cc2)cn(Cc2cccc(F)c2)c2ccc(F)cc12	-3	-0.26	-0.26
COc1cc2c3nnc(-c4ccc(F)cc4)c-3cn(Cc3ccc(F)cc3)c2cc1OC	.	2.1	1.2
COC(=O)c1c(NC(=O)CC2Nc3cc(C)c(C)cc3NC2=O)sc(C)c1C (stereo not given)	.	-0.99	-1.4
CC(=O)Nc1nc(COc2ccccc2)cs1	-93	0.2	0.73
CCCCn1c(=S)[nH]c2ncccc2c1=O	.	-0.41&-0.17	-1.1&-0.87
CC1(C)CC(=O)C2=C(C1)N(c1cccnc1)C(N)=C(C#N)C2c1cccs1 (stereo not given)	-56	0.21	-0.08
COc1ccc(CCNC(=O)C2CCN(C(=O)NC3CCCCC3)CC2)cc1	19	0.84	0.41
O=C(NCc1ccc(OC(F)(F)F)cc1)C12CN(Cc3ccccc3)CC1C(c1cccc([N+](=O)[O-])c1)=NO2 (stereo not given)	-34	0.09	-0.49
CC(C)CNC(=O)c1cc(-c2ccc(Br)cc2)on1	25	-0.18	-1
(list continues)
SMILES	INS promoter inh	SDO1 yeast rescue	SDO1 yeast rescue Rescue 24 h
CC(C)(C)n1nnnc1CN(Cc1cccnc1)Cc1ccccc1Cl	.	-1.8	-0.78
Cc1cccc(CN2C(=O)N/C(=C/c3ccc(C)s3)C2=O)c1	-96	-1	0.88
COc1ccc(N(C)S(=O)(=O)c2c(C)noc2C)c(OC)c1	-19	.	.
COc1ccc(NC(=O)COC(=O)COc2ccc(Br)cc2)cc1	-48	.	.
COc1ccc(NC(=O)NC2CCN(C(C)C)CC2)c(OC)c1	21	0.59	0.92
O=S(=O)(c1ccccc1)n1c(C(O)c2ccccn2)cc2ccccc21 (stereo not given)	-13	-1.4	-1
Cc1cccc(S(=O)(=O)C(C#N)c2nc3ccccc3nc2N2CC(C)OC(C)C2)c1 (stereo not given)	.	-0.41	-0.51
Fc1ccccc1NC(=S)N1CCN(C/C=C/c2ccccc2)CC1	33	-0.07	-0.46
COCCn1c(SCC(=O)N(C(C)C)C(C)C)nnc1-c1cc2ccccc2cc1O	.	-0.39	-0.06
O=[N+]([O-])/C=C/c1cn(Cc2ccc(Cl)cc2)c2ccccc12	3	-1.9	-1.1
CCC1CSC(Nc2ccc(C(=O)/C=C/c3ccc(Br)cc3)cc2)=N1 (stereo not given)	3	-0.28	0.18
CCc1nnc(NC(=O)C2CC(=O)N(c3ccc4c(c3)OCCO4)C2)s1 (stereo not given)	.	0.72	0.02

Compound activity deposited in PubChem BioAssay by several laboratories.
